Screening data as filed in PubChem BioAssay.
PV pol inh – poliovirus RdRp elongation inhibitors, primary screen, biochemical, fluorescence polarization, total intensity | Genome polyprotein (Poliovirus type 1 (strain Mahoney)), P03300 | poliovirus polymerase elongation; active compounds read low | % elongation, % (compound at 16.7 µg/mL) | actives 0.66% (n = 150,000); in the data active = % elongation below about 90%; also: some results filed as inactive read as strong as hits
Target sequence (P03300 1749-2209 limits assumed): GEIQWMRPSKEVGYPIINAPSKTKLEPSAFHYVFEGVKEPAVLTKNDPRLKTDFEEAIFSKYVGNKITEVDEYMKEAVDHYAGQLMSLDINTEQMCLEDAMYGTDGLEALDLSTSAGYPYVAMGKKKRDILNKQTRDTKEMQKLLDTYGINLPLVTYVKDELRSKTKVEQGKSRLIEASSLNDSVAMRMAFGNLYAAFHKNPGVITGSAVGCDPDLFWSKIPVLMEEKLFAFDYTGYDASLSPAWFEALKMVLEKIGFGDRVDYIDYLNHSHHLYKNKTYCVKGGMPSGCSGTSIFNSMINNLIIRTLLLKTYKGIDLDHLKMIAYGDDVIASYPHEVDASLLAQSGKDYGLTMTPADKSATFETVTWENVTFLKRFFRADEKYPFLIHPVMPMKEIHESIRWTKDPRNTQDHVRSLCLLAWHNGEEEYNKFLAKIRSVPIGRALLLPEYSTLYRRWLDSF
PV pol inh FP z-score – further read-out of PV pol inh, marked with its call; z-score; measured here: FP z-score; hits read low
* marks the source's active call; other numbers are inactive results. A portion of the library. The share of hits here may be higher or lower than overall.

Start of the listing, in advance, five compounds:
SMILES	PV pol inh	PV pol inh FP z-score
COc1ccccc1C(C)NC(=O)c1cccc(OC(F)F)c1 (stereo unspecified)	103.0	0.1
Cc1cc(C)nc(N2CCN(c3ccccn3)CC2)n1	100.0	-0.9
NNc1ncc(Cl)cc1Cl	100.0	-0.1
CCOC(=O)/C(C#N)=C\c1ccc(N(C)C)cc1	107.0	1.4
CCS(=O)(=O)c1c(Nc2ccc(F)c(Cl)c2)sc(C(=O)c2ccccc2)c1N	105.0	-0.2

The listing, from the first entry:
SMILES	PV pol inh	PV pol inh FP z-score
COc1ccccc1C(C)NC(=O)c1cccc(OC(F)F)c1 (stereo unspecified)	103.0	0.1
Cc1cc(C)nc(N2CCN(c3ccccn3)CC2)n1	100.0	-0.9
NNc1ncc(Cl)cc1Cl	100.0	-0.1
CCOC(=O)/C(C#N)=C\c1ccc(N(C)C)cc1	107.0	1.4
CCS(=O)(=O)c1c(Nc2ccc(F)c(Cl)c2)sc(C(=O)c2ccccc2)c1N	105.0	-0.2
COc1ccc2c(c1)C(=O)N(c1ccc(C)cc1C)C(=O)/C2=C/N1CCOCC1	99.0	-0.1
O=C(NCc1cccc(Cl)c1)c1ccc(CS(=O)Cc2ccc(Cl)cc2)o1 (stereo unspecified)	99.0	-1.2
CC1(C(=O)Nc2ccc(NC(=O)C3(C)CCCC3)cc2)CCCC1	104.0	0.6
O=C(CSc1nc(-c2ccccc2)no1)N1CCN(c2ccccc2F)CC1	105.0	-0.4
COc1ccccc1CNC(=O)CS(=O)(=O)c1cccc2nsnc12	105.0	-0.4
COc1ccc(CNC(=O)c2cnc(N3CCCC3)nc2C)c(OC)c1	106.0	0.1
COc1ccc(Nc2cc(C(=O)NCCCN(C)c3ccccc3)c3ccccc3n2)c(OC)c1	107.0	0.1
COCCCNC(=O)CN1C(=O)COc2ccc(S(=O)(=O)N3CCCC3)cc21	105.0	0
CCC(=O)N(CCC1(c2ccccc2)CCOC(C)(C)C1)Cc1ccccc1F (stereo unspecified)	102.0	0.1
O=C(CNc1cc(Cl)ccc1Cl)N1CCCC1	99.0	-0.3
CCCCOc1ccc(CN(C)C)cc1CN(C)C	103.0	0.3
CC(=O)N(CCN(C)C)c1nc2cc3c(cc2s1)OCO3	100.0	-0.6
CCc1cccc(NC(c2nnc(-c3ccccc3)o2)c2ccc(F)cc2Cl)c1 (stereo unspecified)	106.0	0
Cn1c(=NC(=O)CSc2nnc(-c3ccccc3)o2)sc2ccccc21	123.0	3
COC(=O)c1nsc(Cl)c1Cl	98.0	-0.6
Cc1ccc(C(C(=O)NC2CCCC2)N(C(=O)Cn2nnc3ccccc32)c2cnc3ccccc3c2)o1 (stereo unspecified)	106.0	1
Cc1nnc2c3cc(-c4ccccc4)sc3ncn12	100.0	-0.2
COc1ccccc1CCNC(=O)C(=O)NCC(c1ccco1)S(=O)(=O)c1cccs1 (stereo unspecified)	107.0	0
Cc1ccc(-c2ccc(=O)n(C(C)C(=O)Nc3ccccc3Cl)n2)cc1C (stereo unspecified)	110.0	0.9
COCc1c(C(=O)NCc2cccs2)oc2ccccc12	103.0	0.1
COc1cc(C(=O)N[C@H](C(=O)O)C(C)C)cc(OC)c1OC	105.0	0.3
O=c1c(CCc2ccccc2)nnc2c3ccccc3ncn12	100.0	-0.3
CN1/C(=C\C=Nc2ccccc2N)C(C)(C)c2ccccc21	133.0	2.7
O=C(Nc1ccccc1C(=O)OC1CCCCC1=O)c1ccco1 (stereo unspecified)	101.0	-0.3
Cc1ccc(C(=O)Nc2cccc(O)c2)cc1S(=O)(=O)N1CCCCCC1	101.0	-0.2
CC(C)(C)OC(=O)Nc1ccc(-c2ccn[nH]2)cc1	99.0	-0.6
COc1cc(C2N(Cc3ccccc3)CCCN2Cc2ccccc2)ccc1O	105.0	0.4
O=C(CN1CCN(c2cccc(Cl)c2)CC1)Nc1nccs1	98.0	-1.1
N#Cc1c(N)oc(-c2cccs2)c1-c1cccs1	107.0	0.4
C=CC1CN2CCC1CC2C(OC(=O)c1ccco1)c1ccnc2ccccc12 (stereo unspecified)	101.0	-0.1
Cc1onc(-c2ccccc2)c1C(=O)Nc1cccc(C(F)(F)F)c1	102.0	0.2
CCOCCCNC(=O)Cn1ncc2c([nH]c3ccc(C)cc32)c1=O	108.0	0.3
CC1CN(C(=O)C(C)N(C)Cc2nc3ccccc3c(=O)[nH]2)CC(C)O1 (stereo unspecified)	102.0	-0.1
CCOC(=O)c1ccc(NC(=O)Cc2coc3cc(C)cc(C)c23)cc1	117.0	0.1
O=C(NCc1ccco1)c1ccc(/C=C2\Oc3ccccc3N(Cc3ccccc3F)C2=O)cc1	102.0	0.1
C/C(Nc1ccc(Br)cc1)=C(/C#N)C(N)=O	101.0	0.3
CCc1ccc(NCc2cc3cc4c(cc3n(CC(=O)Nc3ccc(Cl)cc3)c2=O)OCO4)cc1	106.0	0.2
Cc1nc(C(F)(F)F)ccc1NC(=O)NCCNc1cccc(C(F)(F)F)n1	104.0	-0.1
Cc1[nH]n(-c2ccccc2)c(=O)c1C=Nc1ccc(O)cc1	102.0	0.3
CCC(SC1=NCCS1)C(=O)Nc1ccc(NC(C)=O)cc1 (stereo unspecified)	101.0	0.3
CC(C)OC(=O)c1ccc(COC(=O)CNC(=O)c2ccco2)cc1	108.0	0.7
Cc1c(C)c(C)c(S(=O)(=O)/N=C/N(C)C)c(C)c1C	105.0	0.3
CCn1c(SCC(=O)Nc2ccc(OC)cc2)nnc1C1CC1	101.0	-0.5
O=c1[nH]c(O)c(N=Nc2ccc(S(=O)(=O)N3CCCCC3)cc2)c(=O)[nH]1	100.0	-0.3
COc1cc(OC)c(NS(=O)(=O)c2c(C)nc3sc(C)cn3c2=O)cc1Cl	109.0	0.4
Cc1nnc(SCC(=O)c2cc(C)n(-c3ccc4c(c3)OCO4)c2C)n(N)c1=O	106.0	0.5
COc1cc(Cl)c(C)cc1NC(=O)CSc1nc2ccccc2[nH]1	102.0	0.3
NC(=O)N1CCCC1	98.0	-0.5
Cc1cccc(C(=O)Nc2cccc(-c3ccc(N4CCN(C)CC4)nn3)c2)c1	104.0	0.2
CCc1ccc(-n2c(CCC(=O)O)ccc2-c2ccc(F)cc2)cc1	108.0	-0.5
Cc1ccccc1Nc1nc(N)nc(CSCC(=O)NC2CCCc3ccccc32)n1 (stereo unspecified)	103.0	0.1
COc1cccc(CN2CCC(C(=O)NC(C)C)CC2)c1	101.0	-0.2
Cc1ccc(CCNC(=O)c2c(C)oc3nc(C)nc(N4CCOCC4)c23)cc1	112.0	0.6
CCOc1ccc(NC(=O)CN2C(=O)C(c3ccccc3)=NC23CCC(C)CC3)cc1 (stereo unspecified)	107.0	0.2
COc1cccc(N2C(=O)CSC23C(=O)N(CC(=O)Nc2cc(C)ccc2C)c2ccccc23)c1 (stereo unspecified)	109.0	0.4

Looked up one by one from the entries so far (seven):
SMILES	PV pol inh	PV pol inh FP z-score
CCn1c(SCC(=O)Nc2ccc(OC)cc2)nnc1C1CC1	101.0	-0.5
O=c1[nH]c(O)c(N=Nc2ccc(S(=O)(=O)N3CCCCC3)cc2)c(=O)[nH]1	100.0	-0.3
Cc1ccccc1Nc1nc(N)nc(CSCC(=O)NC2CCCc3ccccc32)n1 (stereo unspecified)	103.0	0.1
Cc1cccc(C(=O)Nc2cccc(-c3ccc(N4CCN(C)CC4)nn3)c2)c1	104.0	0.2
NC(=O)N1CCCC1	98.0	-0.5
CCC(SC1=NCCS1)C(=O)Nc1ccc(NC(C)=O)cc1 (stereo unspecified)	101.0	0.3
Cc1c(C)c(C)c(S(=O)(=O)/N=C/N(C)C)c(C)c1C	105.0	0.3

Remaining list, next part.
SMILES	PV pol inh	PV pol inh FP z-score
CCN(CCOC)c1nsnc1OC(C)C	99.0	-0.5
CCOC(=O)c1nc2ccccc2s1	100.0	-0.1
Cc1ccc(C2=NN(C(=O)CSc3nc4nc(C)cc(C)n4n3)C(c3ccco3)C2)cc1 (stereo unspecified)	103.0	0
CC(C)COc1ccc(C(=O)Nc2ncn[nH]2)cc1	101.0	-0.3
CSc1sc(-c2ccon2)c(-c2ccco2)c1C#N	108.0	0.8
Cc1ccc(-c2cc3c(N4CCN(c5cc(C)ccc5C)CC4)nccn3n2)cc1	106.0	0
COc1ccc(C2CC(=O)c3cnc(NCCc4ccccc4)nc3C2)cc1 (stereo unspecified)	101.0	-0.1
Cc1cc(OC(C)C(=O)N(Cc2ccco2)Cc2ccco2)ccc1Cl (stereo unspecified)	100.0	-0.8
COc1ccc(-c2ccc(NS(=O)(=O)c3ccc(OC)c(OC)c3)cc2)nn1	108.0	0.4
CCN1C(=O)C(=Cc2ccc(N(C)C)cc2)C(=O)N(CC)C1=S	102.0	0.1
CNS(=O)(=O)c1cccc(C(=O)OCC(=O)N2CCCc3ccccc32)c1	95.0	-1
Nc1nc(-c2ccc(F)cc2)cc(C(F)(F)F)n1	103.0	0.9
Cc1ccc(C(=O)Nc2cccc(C(=O)O)c2)cc1S(=O)(=O)N1CCCC1	102.0	-0.2
CCc1ccc(NC(=O)CN2C(=O)CSC2=O)cc1	101.0	0
O=C(NNc1ccccc1)c1cc(-c2cccs2)nn1-c1ccccc1	101.0	-0.2
CCC(Sc1nnc(-c2c[nH]c3ccccc23)n1C)C(=O)OC (stereo unspecified)	105.0	1.7
CC(C)c1noc(-c2ccccc2OCC(=O)Nc2ccc([N+](=O)[O-])cc2)n1	110.0	0.5
Clc1ccccc1C1SCC2Nc3ccccc3CN21 (stereo unspecified)	105.0	0.9
CC1SC(c2ccc(C(C)C)cc2)N(C)C1=O (stereo unspecified)	102.0	0.1
O=C(CCCOc1ccc(Cl)cc1Cl)NCc1ccncc1	113.0	1.5
CC(=O)Nc1nc(NC(C)=O)n(-c2ccccc2)n1	103.0	0.3
CC(Sc1ncnc2c1cnn2-c1ccccc1)C(=O)Nc1ccnn1C(C)C (stereo unspecified)	103.0	0.2
CC1(C)CC(=O)C2=C(C1)N(c1ccccc1C(F)(F)F)C(=O)CC2c1cccs1 (stereo unspecified)	104.0	0
CC(=O)Nc1sc2c(c1C(=O)OCC(=O)c1cc(C)n(C3CC3)c1C)CCCC2	105.0	0.2
CCc1ccc(Nc2cc(C)nc3nc(Cc4ccc(Cl)cc4)nn23)cc1	103.0	-0.7
Cc1nc(NCCNC(=O)c2cccs2)c2c3c(sc2n1)CCCC3	101.0	-0.1
C/C(=N\O)C(C)(C)Nc1ccc(Cl)cc1	103.0	-0.1
CC(=O)NCCOc1cccc2cccnc12	101.0	-0.2
CCCCOC(=O)c1ccc(-n2nnc3c(sc4nc(C)cc(C)c43)c2=O)cc1	112.0	0.8
Cc1cc(C)n(CC(O)CN(c2ccccc2)S(=O)(=O)c2ccccc2)n1 (stereo unspecified)	101.0	0.1
CCOc1ccc(CNC(=O)c2ccc3nc(CC)c(CC)nc3c2)cc1OC	104.0	-0.3
CN(C)S(=O)(=O)c1cccc(C(=O)Nc2nc3ccc(F)cc3s2)c1	105.0	0
COc1ccc(Br)cc1CSc1nnc(-c2cccs2)n1C1CC1	106.0	0.4
CCc1ccc(NC(=O)CCn2cccc2)cc1	101.0	-1
CC(OC(=O)c1cccc(-n2cnnn2)c1)C(=O)Nc1ccccc1F (stereo unspecified)	101.0	-0.4
CCOC(=O)c1c(-c2ccc(OC)c(OC)c2)csc1NC(=O)c1ccccc1F	107.0	0.4
Cc1cccc2cc3c(nc12)SC(=NCc1ccco1)N(Cc1cccs1)C3	104.0	0.5
COC(=O)c1ccc(S(=O)(=O)Nc2ccc3c(c2)C(=O)OC3)n1C	98.0	-1
N/C(CN1CCCC1=O)=N\OC(=O)c1ccccc1Cl	100.0	0.1
Cc1ccc(C(=O)CCC(=O)Nc2nnc(C)s2)cc1	100.0	-0.8
O=C(CSc1nccn1-c1ccc(F)cc1)Nc1nc2ccccc2s1	111.0	0.8
c1ccc(CNc2nc3c(-c4ccccc4)nnn3c3ccccc23)cc1	105.0	0.3
COc1ccccc1NC(=O)CC(O)(C(F)(F)F)C(F)(F)F	100.0	0.2
Cc1coc2cc3oc(=O)c(CC(=O)NCc4ccco4)c(C)c3cc12	102.0	-0.2
CCc1cc(-c2[nH]ncc2-c2cnn(-c3ccccc3)c2)c(O)cc1O	104.0	0.2
CCN(CC)C(=O)CSc1nc2cc3c(cc2c(=O)n1CCCCCC(=O)NCc1ccc(OC)cc1)OCO3	106.0	0
CCc1ccc(NC(=O)CSc2nc3c(sc4ccccc43)c(=O)n2CCCOC)cc1	97.0	-2.1
COc1cccc(CNC(=O)Cn2c(=O)c3cccn3c3ccc(F)cc32)c1OC	107.0	0.1
CCn1c(=O)n(CC)c2cc(N3CCCCC3)c(NC(=O)Nc3ccccc3C(F)(F)F)cc21	110.0	0.8
CC(C)(C)c1ccc(C(=O)Nc2ccc(-c3nc4cc(Cl)ccc4o3)cc2)cc1	108.0	0.6
COc1cc(S(=O)(=O)N2CCN(C)CC2)ccc1Cl	101.0	-0.1
CN(C)C(=O)/C=C/c1ccc2c(c1)OCO2	102.0	0.2
O=C(CSc1nncs1)NCCCc1ccccc1	100.0	-0.3
Cc1cc(C(=O)COc2ccccc2C#N)c(C)n1-c1cccc(S(=O)(=O)N2CCOCC2)c1	104.0	0
COc1ccc(-c2c3c(=O)n(C)c(=O)n(C)c3c3n2-c2ccccc2NC3c2ccccc2OC)cc1 (stereo unspecified)	108.0	0.2
O=C(c1ccc(Cl)cc1)N1CCCCC1	98.0	-0.4
N#CCC(=O)NCc1cccs1	107.0	0.6
CCOC(=O)c1ccc(N2C(=O)c3n[nH]c(-c4cccs4)c3C2c2ccc(C)cc2)cc1 (stereo unspecified)	104.0	-1
NCC1CCCN(CCO)C1 (stereo unspecified)	101.0	-0.4
O=C(COc1ccc2ccc(=O)oc2c1)c1ccc2c(c1)OCCO2	107.0	0.3

(next part)
SMILES	PV pol inh	PV pol inh FP z-score
Cc1ccc(-c2nn(CCO)c(=O)c3ccccc23)cc1C	102.0	-0.2
Fc1ccc(-c2oncc2-c2nnnn2-c2ccc(Cl)cc2)cc1	104.0	0
Cc1ccc(S(=O)(=O)N2CCN(Cn3nnc(-c4ccccc4)n3)CC2)cc1	100.0	-0.1
CCOC(=O)N1CCc2c(sc3c2c(=O)n(-c2ccc(CC)cc2)c(=O)n3Cc2ccc(F)cc2Cl)C1	103.0	-0.6
O=C1CNc2c(F)c(F)c(F)c(F)c2O1	99.0	-0.6
